RmlCD inh 1536 – M. tuberculosis RmlC/RmlD coupled enzyme inhibitors, primary screen, biochemical, compound mixtures, 384-well, from 1536-well plates | 160,000 tested, 0.03% active | inhibition, % at 3.6 µM | AID 1533, 2009 | RmlC+RmlD coupled enzyme assay, percent inhibition; primary screen in compound mixtures; in the data active = inhibition mostly above about 34%, no sharp cut-off; inconclusive = no clear call, values can overlap the other calls; inactive = mostly below about 22%; note: some results filed as inactive read as strong as hits
Target sequence (P9WH09 whole entry, looked up): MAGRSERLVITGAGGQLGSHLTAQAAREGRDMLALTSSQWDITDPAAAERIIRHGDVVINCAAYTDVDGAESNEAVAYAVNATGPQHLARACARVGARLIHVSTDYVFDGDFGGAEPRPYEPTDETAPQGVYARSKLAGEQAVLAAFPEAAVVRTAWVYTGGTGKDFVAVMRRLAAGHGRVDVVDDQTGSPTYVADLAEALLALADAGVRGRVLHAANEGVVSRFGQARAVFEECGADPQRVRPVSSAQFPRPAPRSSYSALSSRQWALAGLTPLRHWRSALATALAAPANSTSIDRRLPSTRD
Target sequence (P9WH11 whole entry, looked up): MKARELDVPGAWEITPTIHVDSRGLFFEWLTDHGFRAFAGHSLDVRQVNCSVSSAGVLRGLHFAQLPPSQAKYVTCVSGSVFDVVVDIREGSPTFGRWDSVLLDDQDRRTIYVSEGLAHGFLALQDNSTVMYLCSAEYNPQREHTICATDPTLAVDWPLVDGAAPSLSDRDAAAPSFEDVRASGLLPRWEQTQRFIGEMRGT
M. tuberculosis GlmU – inhibition of mycobacterial GlmU enzyme – biochemical, glucosamine-1-phosphate acetyltransferase (AID 1376). inhibition, %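 (tested at 30 µM in the primary screen)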, or IC50 in µM where a hit was titrated. Bifunctional protein GlmU (Mycobacterium tuberculosis (strain ATCC 25618 / H37Rv)). M. tuberculosis GlmU acetyltransferase enzyme assay; higher % means a stronger effect. 220,000 tested, 0.25% active; in the data active = inhibition above about 13%; inconclusive = no clear call, values can overlap the other calls;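 note: 0% = complete reaction with vehicle and 100% = reaction without substrate; strong numbers were not always called active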
* hit, by the source's call; ? = inconclusive; · = no result given. A portion of the library (hit frequency here may not be typical).

cpd	SMILES	RmlCD inh 1536	M. tuberculosis GlmU
1	C#Cc1ccc(C(=O)Nc2ccc(N3CCC(C)CC3)c(C(N)=O)c2)cc1	·	-2.6%
2	C/C(=N\NS(=O)(=O)c1ccc(C)c([N+](=O)[O-])c1)c1cc2ccccc2o1	15.6	1.1%
3	O=C(Cc1ccc(Cl)c(Cl)c1)Nc1ccc(SC(F)F)cc1	·	-1.1%
4	CC1CCCC(NC(=O)C2c3ccccc3C(=O)N2Cc2cccs2)C1C (stereo not drawn)	-16.6	1.1%
5	O=S(=O)(Nc1ccccc1O)c1ccc(-c2ccccc2)cc1	-6.7	-3.1%
6	Clc1ccc2c(c1)nc1n2CCCC1	·	2.7%
7	CCN(C(=O)COC(=O)c1cc(C)n(-c2ccc(F)cc2)c1C)C1CCS(=O)(=O)C1 (stereo not drawn)	·	4.5%
8	COc1ccc(-n2c(CN3CCN(Cc4ccccc4)CC3)nc3ccc([N+](=O)[O-])cc3c2=O)c(OC)c1	11.7	7.0%
9	O=S(=O)(c1ccc(OCC(O)CN2CCCCC2)cc1)N1CCOCC1 (stereo not drawn)	-0.4	1.2%
10	O=C1OCCC1Sc1nc(-c2ccccc2)cs1 (stereo not drawn)	·	-1.7%
11	C=C(C)[C@H]1CC=C(C)/C(=N/NC(=O)CNc2ccccc2OC)C1	9.2	9.6%
12	O=C(Nc1ccc(S(=O)(=O)Nc2ccccc2)cc1)c1ccc(CN2CCOCC2)cc1	-4.3	-3.4%
13	CN1OCC(S(=O)(=O)c2ccccc2)C1c1ccccc1 (stereo not drawn)	-18.9	-5.9%
14	CCN(CC)CCCNC(=O)c1ccc2c(SCC(=O)O)c3c(nc2c1)CCC3	-1.9	-2.8%
15	CC1=C(C#N)C(=O)NC(=O)/C1=C/c1ccc(-c2ccc(S(N)(=O)=O)cc2)o1	-8.6	14.3%*
16	CN(Cc1ccccc1)C(=O)c1nc2ccccn2c1CNCCn1cccn1	-12.1	-1.0%
17	CC(=O)c1ccc2c(c1)C1C=CCC1C(c1ccncc1)N2 (stereo not drawn)	·	4.9%
18	Cc1ccc(C(=O)Nc2ccc(C(=O)/C=C/c3cccs3)cc2)cc1	·	-2.3%
19	Cc1ccc(NCN2C(=O)C3CC=C(Cl)CC3C2=O)cc1 (stereo not drawn)	·	-1.3%
20	COC(=O)CSc1nc2ncc(Cl)cc2[nH]1	-3.3	2.2%
21	O=C(Nc1ccc(-c2cc3ccccc3oc2=O)c(Cl)c1)c1cccnc1	0.1	-3.2%
22	CCc1ccc(N2CSC3=C(C#N)C(c4cccs4)CC(=O)N3C2)cc1 (stereo not drawn)	1.5	4.7%
23	N/N=C/C(=N\Nc1ccc(Cl)cc1)C(=O)c1ccncc1	8.3	1.6%
24	COc1cc(C2C(C#N)=C(N)Oc3n[nH]c(-c4cccnc4)c32)cc(Br)c1O (stereo not drawn)	-2.2	-2.5%
25	COc1ccccc1CNC(=O)CN1CCN(Cc2ccc(Cl)cc2)C1=O	·	-2.0%
26	Clc1ccc(-c2nnc3n2CCCCS3)cc1	-4.4	-3.6%
27	CS(=O)(=O)N1CCN(C(=O)c2ccccc2F)CC1	·	-0.8%
28	CN(C)CCOc1ccc(Cl)cc1C(C)(C)C	17.8	-2.5%
29	Cc1ccc(OC(=O)c2cccc(S(=O)(=O)N3CCCC3)c2)c(-n2nc3ccccc3n2)c1	·	1.6%
30	CCCCC(=O)Nc1nc(C)c(-c2csc(Nc3cc(OC)ccc3OC)n2)s1	10.3	2.1%

Continuation:
cpd	SMILES	RmlCD inh 1536	M. tuberculosis GlmU
31	COc1ccc(NC(=O)C(c2ccccn2)N(C(C)=O)c2ccc(C)cc2)cc1 (stereo not drawn)	3.7	1.8%
32	COc1cc(CNCCN2CCOCC2)ccc1OCc1ccc(Cl)cc1Cl	-6.4	-3.3%
33	COC(=O)/C=c1/s/c(=C(\C#N)C(=O)NCc2ccco2)n(-c2ccc(C)cc2)c1=O	·	-1.2%
34	CCOC(=O)C[N+]1(C)CCN(C(C)=O)CC1	-2.8	-3.0%
35	Cc1ccc(-c2nnc(SC(C)C#N)n2N)cc1 (stereo not drawn)	-7.4	1.9%
36	CC(C)(C)C1=NN(C(=O)c2ccccc2)C(O)(C(C)(C)C)C1 (stereo not drawn)	11.4	-3.9%
37	Cc1ccccc1OCC(=O)N/N=C/c1ccncc1	·	7.6%
38	O=C(Nc1ccc(-c2ccc3nncn3n2)cc1)c1ccc(Br)o1	-12.0	2.8%
39	CCN(CC)S(=O)(=O)c1cccc(C(=O)OCC(=O)Nc2ccccc2OC(F)F)c1	·	3.7%
40	Fc1ccccc1Cn1nnc2c(NCc3ccccn3)ncnc21	5.0	-0.6%
41	CC1=C(C(=O)Nc2cccc(C)c2C)C(c2cccs2)NC(=S)N1 (stereo not drawn)	-14.6	3.0%
42	CC(=O)Nc1ccc(S(=O)(=O)NNC(=O)COc2cccc(C)c2)cc1	46.8	3.4%
43	C=CCSc1cc(C)nc2c(-c3ccc(Cl)cc3)c(C)nn12	·	3.2%
44	O=c1[nH]ncn2cccc12	·	1.2%
45	CCCC(=O)Nc1nnc(-c2ccc3c(c2)OCO3)s1	9.9	0.0%
46	CCO[C@H]1OC(C(N)=O)=C[C@@H](c2ccccc2)[C@@H]1CCCO	·	1.1%
47	CCCCN(CCCC)C(=O)CCS(=O)(=O)c1ccc2c(c1)n(C)c(=O)c(=O)n2C	0.9	2.6%
48	O=C(CCS(=O)(=O)Cc1ccc(Cl)cc1)NCCc1ccccc1	?	1.5%
49	Cn1cc(C(=O)NC2CCCCC2)c(=O)c2cc(S(=O)(=O)N3CCCC3)ccc21	0.7	2.5%
50	N#CC1=C(SCC(=O)c2ccc(Cl)cc2)NC2=C(C(=O)CCC2)C1c1ccco1 (stereo not drawn)	-0.1	-4.6%
51	COc1ccc(CCn2c(N)c(C(=O)NCc3ccco3)c3nc4ccccc4nc32)cc1	·	1.2%
52	Cc1nc2c(C)cccc2c2c1CCN2c1ccccc1F	-3.3	8.0%
53	CCOC(=O)CN(C(=O)CNC(=O)c1ccco1)C(C(=O)NC1CCCCC1)c1cccc(OC)c1 (stereo not drawn)	·	1.1%
54	O=C(Nc1cccc(Cl)c1)NC1CC2CCC(C1)N2Cc1cccs1 (stereo not drawn)	-4.5	1.6%
55	CC1CC(C)(C)CC2(C1)NC(=O)N(CC(=O)NCC(c1ccco1)N1CCCCC1)C2=O (stereo not drawn)	8.1	0.0%
56	Cn1nc(C(=O)NNC(=O)COc2ccccc2)c2ccccc2c1=O	4.0	2.1%
57	Cc1cc2nc(-c3ccc(SCc4ccccc4C#N)nc3)[nH]c2cc1C	5.8	-2.9%
58	Cc1nc(-c2cn[nH]c2)c2cc(C)oc2n1	27.3	3.8%
59	CC(=O)Oc1ccc(S(=O)(=O)c2ccc(OC(C)=O)cc2)cc1	-9.6	5.2%
60	O=C(C1CC1)N1CCN=C1SCc1cccc(C(F)(F)F)c1	-0.2	2.0%

Following part
cpd	SMILES	RmlCD inh 1536	M. tuberculosis GlmU
61	Cc1c(NC(=O)Nc2ccccc2Cl)c(=O)n(-c2ccccc2)n1C	·	0.3%
62	Cc1ccc(S(=O)(=O)N(CC(=O)NN=C2CCN(C)CC2)c2ccc(C(C)C)cc2)cc1	-9.8	-8.4%
63	COc1ccc(-c2csc(CCn3nc(C)cc3C)n2)cc1OC	0.3	-2.1%
64	Cc1occc1-c1nnc(SCC(=O)c2c(N)n(Cc3ccccc3)c(=O)n(C)c2=O)n1C	-3.7	-1.5%
65	CCOC(=O)N/N=C1\CCS(=O)(=O)c2ccc(Cl)cc21	-6.1	-3.4%
66	Cc1ccc(OCC2Cn3c(nc4c3c(=O)n(C)c(=O)n4C)O2)cc1 (stereo not drawn)	-1.8	5.8%
67	Cc1ccc(NC(=O)COC(=O)c2cc(Cl)ccc2[N+](=O)[O-])cc1	-19.1	2.4%
68	O=c1cnnc(N/N=C/C2CC=CCC2)[nH]1 (stereo not drawn)	15.6	-1.7%
69	CC1(C)CC(=O)C2=C(C1)OC(c1ccc(O)cc1)C(C#N)=C2N (stereo not drawn)	-0.9	-2.0%
70	COc1cc(C(=O)NCc2nnc(SCC(=O)Nc3nccs3)o2)cc(OC)c1OC	-11.7	-1.7%
71	Cc1nc2ccccc2c(=O)n1-c1ccc(Br)cn1	10.9	2.7%
72	CCCCNC(=O)COC(=O)c1cc2c(C)nn(-c3ccccc3)c2s1	35.3	9.0%
73	O=Cc1ccc(N2CCCC2)o1	-7.8	-1.4%
74	O=C(c1cc(-c2cccs2)on1)N1CCN(C(c2ccccc2)c2ccccc2)CC1	-8.5	-5.5%
75	O=S(=O)(NCc1ccccc1)c1cccc2nsnc12	-8.4	-2.4%
76	Cc1nnc(Sc2nc3ccccc3o2)c2ccccc12	-9.7	0.2%
77	CCc1nc(SCC(=O)N2CCCc3ccccc32)c2c(=O)n(C)c(=O)n(C)c2n1	·	-1.4%
78	CC(=O)SCC[N+](C)(C)C	·	0.3%
79	NC(=O)N/N=C/c1ccc2cccc(OCc3ccccc3)c2n1	-4.9	7.2%
80	CC(=O)Nc1ccc(S(=O)(=O)NCc2ccc3[nH]c(C)cc3c2)cc1	5.2	-9.1%
81	C/C(=N\NS(=O)(=O)c1ccc(C)c([N+](=O)[O-])c1)c1ccc2c(c1)OCO2	4.5	-1.5%
82	NC(=S)N/N=C/c1cccc(O)c1O	·	10.0%
83	COC(=O)c1cc(Br)c(=O)n(-c2ccccc2F)c1	·	0.7%
84	CCCCNc1ncnc2c1cnn2-c1ccc(C)cc1C	-7.8	-1.4%
85	COc1ccc(/C(N)=N/OC(=O)Oc2ccccc2)cc1OC	10.2	2.5%
86	COc1ccc(-c2nc(CSCC(=O)N3CCC4(CC3)OCCO4)c(C)o2)cc1OC	1.7	-1.5%
87	CCCC(=O)Oc1ccc(-c2nccc(C(OC)OC)n2)cc1	-3.6	-6.1%
88	O=C(NN1C(=O)/C(=C\c2ccc(O)c([N+](=O)[O-])c2)SC1=S)c1ccccc1Cl	·	1.7%
89	Cc1nc2ccccn2c1C(=O)CSc1ccccc1Cl	5.4	2.2%
90	O=C(Nc1ccc(O)c(-c2nc3ccccc3o2)c1)C1(c2ccc([N+](=O)[O-])cc2)CCCC1	6.4	-3.3%

Molecules from the list above that have bromine, in the order listed:
cpd	SMILES	RmlCD inh 1536	M. tuberculosis GlmU
24	COc1cc(C2C(C#N)=C(N)Oc3n[nH]c(-c4cccnc4)c32)cc(Br)c1O (stereo not drawn)	-2.2	-2.5%
38	O=C(Nc1ccc(-c2ccc3nncn3n2)cc1)c1ccc(Br)o1	-12.0	2.8%
71	Cc1nc2ccccc2c(=O)n1-c1ccc(Br)cn1	10.9	2.7%
83	COC(=O)c1cc(Br)c(=O)n(-c2ccccc2F)c1	·	0.7%

(list continues)
cpd	SMILES	RmlCD inh 1536	M. tuberculosis GlmU
91	O=C(O)C1CCCCC1C(=O)NCCc1ccc(Cl)cc1 (stereo not drawn)	·	-0.8%
92	C/C(=N/NC(=O)c1ccc2c(c1)OCO2)c1ccc(NC(=O)C(F)(F)F)cc1	-12.2	-2.1%
93	Cc1ccc(C)c(N2CCN(C(=O)CCCOc3cc(=O)n(C)c4ccccc34)CC2)c1	-4.3	4.3%
94	CCOC(=O)C1=C(O)/C(=C/c2cc(C)n(-c3ccccc3)c2C)N=C1C	12.1	2.9%
95	COC(=O)Cc1nc2ccccc2[nH]1	·	-2.1%
96	CC(C)c1ccc(NC(=O)C2C3C=CC4(CN(CCCN5CCOCC5)C(=O)C24)O3)cc1 (stereo not drawn)	10.6	2.4%
97	CSc1ccc(S(=O)(=O)Nc2ccc3c(c2)OCCO3)cc1	10.5	0.0%
98	COc1ccc(C2CC(c3ccccc3)Nc3nc(N)nn32)cc1 (stereo not drawn)	31.1	-0.1%
99	Cc1ccc(-c2csc(N(C)C(=O)c3c(C)nn(-c4ccccc4)c3Cl)n2)cc1	1.1	-0.2%
100	O=C(Nc1nccs1)c1cc(N2CCOCC2)nc2ccccc12	0.4	-2.1%
101	COc1ccc(C(C(=O)NC2CCCCC2)N(C(=O)CCl)c2cccc(Cl)c2)cc1 (stereo not drawn)	10.5	-0.6%
102	Cc1ncoc1C(=O)Nc1ccc2c(c1)OCCO2	-8.1	-2.7%
103	CC(=O)Cc1c(C(=O)O)c(C)nn1-c1ccccc1	-11.9	0.1%
104	CCCc1ccc(OCc2ccc(C(=O)N/N=C/c3cccc([N+](=O)[O-])c3)o2)c(OC)c1	5.0	0.7%
105	COc1ccc(S(=O)(=O)N(CC(=O)N2CCN(C)CC2)c2ccc(C)cc2)cc1OC	4.9	-5.5%
106	Cc1nc(NCCCn2ccnc2)c2ccccc2n1	·	-6.7%
107	CCOC(=O)c1nc(C)n(-c2cc(Cl)ccc2Cl)n1	-9.1	-1.5%
108	O=S(=O)(NCc1cccnc1)c1ccccc1	-10.3	0.3%
109	CCCCOn1c(C)c(C(C)=O)c2c3no[n+]([O-])c3ccc21	·	-9.1%
110	Cc1ccc(S(=O)(=O)C2(C(=O)NC3CCCC3)CC2)cc1	-9.5	1.4%
111	CC(=O)NC(Cc1ccccc1)C(=O)N1CCN(C(=S)NCC(C)C)CC1 (stereo not drawn)	21.1	3.2%
